FLuc inh counter: firefly luciferase enzyme inhibitors, primary screen, artefact control for luciferase-based inhibitor screens, biochemical, luminescence, ATPLite; Luciferin 4-monooxygenase (Photinus pyralis), P08659; 10 min; inhibition, % at 10 µM; 200,000 tested, 1.5% active;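 active = inhibition above about 50% when tested at 10 µM, limit read from the data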
Target sequence (P08659 whole entry, looked up): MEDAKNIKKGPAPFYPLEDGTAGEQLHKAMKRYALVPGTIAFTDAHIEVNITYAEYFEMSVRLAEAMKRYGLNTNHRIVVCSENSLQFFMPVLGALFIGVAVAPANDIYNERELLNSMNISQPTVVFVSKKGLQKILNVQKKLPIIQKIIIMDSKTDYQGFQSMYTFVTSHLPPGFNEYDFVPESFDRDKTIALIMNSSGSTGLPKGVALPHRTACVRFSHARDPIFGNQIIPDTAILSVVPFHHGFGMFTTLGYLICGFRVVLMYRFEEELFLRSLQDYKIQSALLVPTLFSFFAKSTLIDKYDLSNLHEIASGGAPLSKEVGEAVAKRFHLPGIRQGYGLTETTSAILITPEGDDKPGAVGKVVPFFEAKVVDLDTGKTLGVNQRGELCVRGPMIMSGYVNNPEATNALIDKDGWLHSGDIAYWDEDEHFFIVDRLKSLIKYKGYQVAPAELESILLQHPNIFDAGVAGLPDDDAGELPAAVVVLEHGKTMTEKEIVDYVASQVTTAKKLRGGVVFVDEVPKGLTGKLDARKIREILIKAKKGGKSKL
STAT1 act: STAT1 signaling activators, primary screen, cell-based, HTS, luciferase reporter; 200,000 tested, 2.6% active; NIH 3T3 STAT1-luciferase reporter, IFN-gamma, luminescence; 100% = IFN-gamma alone, no compound; activation (% of control), % at 5.5 µM; AID 932, 2007;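 active = activation above the screen-wide mean activation plus 3 SD, cut at about 130% in these data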;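 note: raw ratio to IFN-gamma control signal so 100% means no change and 0% no light; values of inactives mirror those of a sister screen read the other way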
G6PDH CS: L. mesenteroides G6PDH inhibitors, counter-screen for G6PDH-coupled screening assays, biochemical, Leuconostoc mesenteroides enzyme | inhibition, % at 5 µM | 200,000 tested, 0.12% active | AID 1020, 2008 | Purified L. mesenteroides G6PDH, diaphorase/resazurin coupled fluorescence, 45 min; in the data active = inhibition above about 50%
NF-kB neuron act: activators of NF-kB expression in neurons, primary screen, cell-based, HTS; human neuronal cells, NF-kB reporter expression; hits give high values; fold change at 12.5 µM; 190,000 tested, 1.6% active; AID 1239, 2008; in the data active = fold change above about 3.3
FLuc act counter: FLuc activators, initial screening, artefact control for FLuc-dependent activation tests, biochemical, ATPlite luminescence; 200,000 tested, under 10 active; AID 1027, 2008; ATPlite luciferase biochemical, 10 min; 0 = ATP-free wells, 1 = DMSO control; Luciferin 4-monooxygenase (Photinus pyralis), P08659; activation factor at 10 µM;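 active = luciferase activation factor, scaled between plate controls, of at least 2 with compound at 10 µM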
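Material: luciferase plus luciferin reagent, cell-free. Medium: PBS buffer for ATP. Also added: ATP substrate, dispensed from a 10.24 µM working solution in PBS. Doses: test compounds dosed from 2 mM stocks in 100% DMSO. Incubation: 10 min post-reagent at room temperature. Technique: light output (luminescence). Read-out basis: luminescence gain marking luciferase activators.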
APP 5'UTR act: activators of APP 5'UTR luciferase reporter, primary screen, SH-SY5Y cells; SH-SY5Y APP 5'UTR luciferase reporter, luminescence; zero percent = DMSO vehicle wells; activation, % at 2 µM; 190,000 tested, 1% active; AID 1276, 2008;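 active = activation above a set limit, based on mean plus 3 SD of controls, cut at about 140% in these data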; note: values of inactives mirror those of a sister screen read the other way
APP 5UTR inh: inhibitors of APP translation via 5'UTR reporter, primary screen, APP 5'UTR luciferase, SH-SY5Y cells; SH-SY5Y APP 5'UTR-luciferase reporter, luminescence; inhibition, % at 2 µM; 190,000 tested, 0.82% active; AID 1285, 2008;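 active = inhibition above a set limit, derived from the sample mean plus 3 SD, cut at about 45% in these data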; note: values of inactives mirror those of a sister screen read the other way
Diaph act CS: compounds boosting diaphorase resazurin reduction – biochemical, uHTS, resorufin fluorescence, counter-screen for diaphorase-coupled primary assays, primary screen. Diaphorase/resazurin coupled assay, 16 min; hits give high values; 1 = vehicle wells, 0 = NADH-free wells. activation factor at 20 µM. 190,000 tested, 0.005% active. AID 1229, 2008;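 active = diaphorase activity raised at least twofold by the compound at 20 µM; inactive = activation factor below 2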
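Material: bacterial diaphorase enzyme (C. kluyveri); amount: enzyme 0.07 U/mL final; reagent: NADH substrate 0.114 mM plus resazurin dye 0.1 mM, final; doses: single compound dose of 20 µM, 1% DMSO final; timing: 16 min enzyme reaction, ambient temperature; measured by: fluorescence of resorufin, 544 nm excitation, 590 nm emission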
Diaph inh CS: diaphorase inhibitors and chemical oxidizers, primary screen, counter-screen for diaphorase-coupled primary assays, biochemical, uHTS, resorufin fluorescence | diaphorase resazurin-to-resorufin fluorescence, NADH, 16 min; bacterial (C. kluyveri) enzyme, not human | inhibition, % at 20 µM | 190,000 tested, 0.69% active | AID 1217, 2008;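 active = primary screen inhibition at 20 µM above a set limit, cut at about 50% in these data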;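 note: plate controls were DMSO with full reaction for no effect and wells lacking NADH for full effect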
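Test system: Clostridium kluyveri diaphorase enzyme / Quantity: diaphorase at 0.14 U/mL in enzyme working solution / Incubation: 16-min room-temperature incubation before reading / Benchmarks: NADH-free wells as positive control, DMSO-only neutral wells / Signal: resorufin fluorescence 544/590 nm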
TLR4-MyD88 BLA: inhibitors of TLR4-MyD88 association in cells, primary screen, cell-based, HeLa CL3-4, BLA complementation, FRET ratio; HeLa CL3-4 TLR4/MyD88 BLA complementation; inhibition, % at 8.4 µM; 200,000 tested, 0.18% active; AID 861, 2007; in the data active = inhibition above about 25%;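 note: 0% = vehicle and 100% = reference inhibitor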
Numbers without * were called inactive; . = not tested or not shown.

Structure,Diaph act CS,TLR4-MyD88 BLA,STAT1 act,NF-kB neuron act,APP 5UTR inh,G6PDH CS,FLuc inh counter,APP 5'UTR act,FLuc act counter,Diaph inh CS
c1coc(C2=Nc3cccc4cccc(c34)N2)c1,0.4,0,96,1.2,-4,46,10,4,0.9,60*
CCc1ccc(NC(=O)c2cnn(-c3ccccc3)c2C2CCNCC2)cc1,1.1,4,107,0.82,-13,4,-1,13,1,-6
CC1CCN(Cc2ccc(NC(=O)CC3Oc4ccccc4NC3=O)cc2)CC1 (stereo unspecified),0.8,3,99,0.97,22,5,-3,-22,1,22
S=C(NCc1ccccc1)Nc1ccc(Cl)cc1,0.8,-2,94,1,-7,4,0,7,1,16
CN1C(=O)C2(c3ccccc31)N(C)CC(c1ccccc1)C21SC(=S)N(Cc2ccco2)C1=O (stereo unspecified),1,-6,96,1.1,3,6,2,-3,1,-3
Fc1ccc(CO/N=C2\CCCc3nonc32)cc1,0.9,-4,115,1.4,-12,-2,4,12,1,9
N#C/C(=C/c1ccccc1[N+](=O)[O-])C(=O)NCc1ccco1,0.8,-10,84,1.1,-1,-5,-6,1,1.1,16
O=C(Nc1nc2c(c(=O)[nH]1)CCCC2)C1CC1,0.9,1,99,1.3,-4,2,-4,5,1,10
COc1cccc(Sc2cc(N3CCOCC3)nc(-c3ccccc3)n2)c1,0.8,-4,106,1.4,-5,0,-7,5,1.1,20
Cc1cc(/C=C2\SC(=O)N(CC(=O)Nc3ccccc3F)C2=O)c(C)n1C,1,-10,103,1.4,-6,13,-9,6,1.1,-1
O=C(CNC(=O)c1ccccc1)N/N=C/c1cn[nH]c1-c1ccccc1,0.9,0,100,1.2,-1,6,-4,1,1,9
CCC(=O)Nc1sc2c(c1C#N)CCC2,1.1,9,92,1.7,-8,5,-1,8,1,-5

Sorted by heavy-atom count (low to high): some entries from above.
Structure,Diaph act CS,TLR4-MyD88 BLA,STAT1 act,NF-kB neuron act,APP 5UTR inh,G6PDH CS,FLuc inh counter,APP 5'UTR act,FLuc act counter,Diaph inh CS
CCC(=O)Nc1sc2c(c1C#N)CCC2,1.1,9,92,1.7,-8,5,-1,8,1,-5
O=C(Nc1nc2c(c(=O)[nH]1)CCCC2)C1CC1,0.9,1,99,1.3,-4,2,-4,5,1,10
S=C(NCc1ccccc1)Nc1ccc(Cl)cc1,0.8,-2,94,1,-7,4,0,7,1,16
Fc1ccc(CO/N=C2\CCCc3nonc32)cc1,0.9,-4,115,1.4,-12,-2,4,12,1,9
N#C/C(=C/c1ccccc1[N+](=O)[O-])C(=O)NCc1ccco1,0.8,-10,84,1.1,-1,-5,-6,1,1.1,16
CCc1ccc(NC(=O)c2cnn(-c3ccccc3)c2C2CCNCC2)cc1,1.1,4,107,0.82,-13,4,-1,13,1,-6
CC1CCN(Cc2ccc(NC(=O)CC3Oc4ccccc4NC3=O)cc2)CC1 (stereo unspecified),0.8,3,99,0.97,22,5,-3,-22,1,22
CN1C(=O)C2(c3ccccc31)N(C)CC(c1ccccc1)C21SC(=S)N(Cc2ccco2)C1=O (stereo unspecified),1,-6,96,1.1,3,6,2,-3,1,-3

(listing goes on)
Structure,Diaph act CS,TLR4-MyD88 BLA,STAT1 act,NF-kB neuron act,APP 5UTR inh,G6PDH CS,FLuc inh counter,APP 5'UTR act,FLuc act counter,Diaph inh CS
CC(=O)c1noc(C)c1C(=O)Nc1nccs1,0.9,-8,96,1.3,.,8,3,.,1,10
COc1ccccc1Cn1c(-c2ccccc2OC)nc2ccccc21,1.1,-16,103,1,0,-2,0,0,1,-6
CCC(C)(C)n1nnnc1C(c1ccc(F)cc1)N1CCC(C(N)=O)CC1 (stereo unspecified),0.8,7,93,1.3,14,15,-2,-13,1,16
O=C(NCc1ccccc1)C12CC3CC(CC(C3)C1)C2,0.9,9,107,0.87,17,7,-9,-17,1.1,8
O=C(CN1CCOCC1)Nc1cc(C(F)(F)F)ccc1Cl,0.9,-8,102,1.1,-6,-5,-9,6,1.1,12
CCCC(=O)Nc1nnc(Sc2ccc(N(C)C)cc2)s1,0.9,-11,103,0.92,14,-22,-4,-14,1,11
Cc1ccc(C)c(Nc2nc(N)c3ccccc3n2)c1,1,6,124,1.1,-184,-1,66*,184*,0.3,-1
CCc1nnc(NC(=O)CCC(=O)N2CCN(C3c4ccccc4-c4ccccc43)CC2)s1,0.8,-7,100,1,-14,9,-8,14,1.1,21
Cc1cc(C)nc(NS(=O)(=O)c2ccc(NC(=O)c3ccc4c(c3)OCCO4)cc2)n1,0.8,-7,101,0.95,-24,6,9,24,0.9,17
CN(C)c1cc[n+](Cc2ccccc2)cc1,0.9,1,86,0.74,-4,-2,-13,3,1.1,14
O=C1CC(C(=O)O)c2ccccc2N1 (stereo unspecified),0.9,-6,100,1.4,5,1,-4,-5,1,12
O=C1CCN(S(=O)(=O)c2cccs2)c2ccc(C(F)(F)F)cc2N1,1,10,99,0.9,-4,11,-1,4,1,2
Cc1cccc(-n2nnc(C(=O)NCc3ccccc3Cl)c2N)c1,0.9,-8,106,1.2,-15,2,-2,15,1,14
Cc1cc(C)n(C(=O)CCCC(=O)n2nc(C)cc2C)n1,1,-7,102,1.1,-2,5,-9,2,1.1,2
CCN(CCC(=O)Nc1cc([N+](=O)[O-])ccc1OC)Cc1ccccc1,0.9,1,102,1,-16,12,-6,16,1.1,5
O=C1C(Nc2ccccc2)=C/C(=N/S(=O)(=O)c2cccs2)c2ccccc21,1,-37,103,0.83,-20,46,13,20,0.9,1
CC(C)OC(=O)c1nnn(-c2nonc2N)c1CN1CCc2ccccc2C1,0.8,-5,96,1.2,3,5,-7,-3,1.1,18
CC(NC(=O)c1ccc(N(C)C)cc1)C(c1cccs1)N1CCN(C)CC1 (stereo unspecified),0.9,-16,100,0.93,-1,2,-1,1,1,11
O=[N+]([O-])c1ccc(-c2cn(-c3ccccc3)c(=S)[nH]2)cc1,0.9,15,131*,1.1,-40,-6,-3,40,1,14
CC1CCN(C(=O)C2CCN(S(=O)(=O)c3cnc[nH]3)CC2)CC1,0.8,0,100,0.99,-5,-7,-5,5,1.1,21
CSc1ncccc1C(=O)NCC12CC3CC(CC(C3)C1)C2,0.9,-10,98,1.1,12,8,-9,-12,1.1,12
COC(=O)CC1=NN(c2ccc(OC)cc2)C(=O)C1,1.2,-21,97,1.4,10,12,-2,-10,1,-17
CCOc1cccc(-c2nn3c(-c4ccco4)nnc3s2)c1,0.8,0,112,1.3,-9,7,1,9,1,20
Cc1sc2ncnc(SCC(=O)N3CCCC3=O)c2c1C,0.7,0,104,1.1,10,4,-5,-10,1,30
CS(=O)(=O)N1CCN(C(=O)NC23CC4CC(CC(C4)C2)C3)CC1,0.8,7,100,1,1,6,-6,-1,1.1,19
COc1nnc(-c2ccc(C(=O)N3C[C@@H]4C[C@H](C3)c3cccc(=O)n3C4)cc2)c2ccccc12,0.8,-2,104,0.92,4,3,-4,-4,1,19
CC(C)C(=O)Nc1nc(-c2ccccc2)ns1,0.9,-8,121,2.3,-71,6,16,71,0.8,14
CCO/C(=C/c1sc2ccc(OC)cc2[n+]1CCCS(=O)(=O)[O-])CC,0.8,11,105,0.97,0,-1,-8,0,1.1,20
CCOC(=O)CN1C(=O)C(C)(C)Oc2ccc(C(=O)Nc3ccccc3OC)cc21,1.1,-4,103,0.98,-20,0,-4,20,1,-8
NC(=O)c1c(NC(=O)CCCC(=O)O)sc2c1CCCCCC2,1,-4,104,1.4,-5,17,2,5,1,4
C=CCn1c(SCC(=O)Nc2nnc(CC)s2)nnc1-c1cccnc1,0.9,-8,104,1.2,-5,-1,-8,5,1.1,15
CC(C(=O)NC1CC1)c1ncc(C(F)(F)F)cc1Cl (stereo unspecified),0.9,11,97,1,6,8,-9,-6,1.1,12
CN1CCN(CCC(=O)Nc2cccc(F)c2)CC1,1,-2,99,1,1,12,-2,-1,1,-4

Source: PubChem BioAssay

An unsorted share of the library (roughly 5.6% active in at least one column).
